D1 ag: human D1 receptor agonism; hit rate 1% among 360,000; activation, % at 2 µM; AID 504660; HEK293 T-REx D1 cells, calcium flux, agonist mode; in the data active = activation above about 30%; note: 0% is about no effect
Target sequence (P21728 whole entry, looked up): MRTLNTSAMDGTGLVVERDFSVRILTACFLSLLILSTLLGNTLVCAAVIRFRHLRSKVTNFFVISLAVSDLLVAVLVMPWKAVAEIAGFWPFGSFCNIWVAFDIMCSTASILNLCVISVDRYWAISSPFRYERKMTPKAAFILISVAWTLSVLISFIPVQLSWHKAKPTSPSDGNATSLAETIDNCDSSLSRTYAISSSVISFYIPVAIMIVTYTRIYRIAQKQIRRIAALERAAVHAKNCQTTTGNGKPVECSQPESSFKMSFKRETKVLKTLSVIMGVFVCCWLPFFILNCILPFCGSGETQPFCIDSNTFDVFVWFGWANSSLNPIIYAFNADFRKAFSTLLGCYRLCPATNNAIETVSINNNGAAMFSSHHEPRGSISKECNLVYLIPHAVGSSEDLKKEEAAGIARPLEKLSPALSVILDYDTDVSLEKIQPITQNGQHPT
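Agonism was scored from calcium flux recorded over 180 s (1 read/s) after pintool compound addition, following a 10-cycle baseline. Cells were inducible force-coupled HEK293 TREx D1, plated overnight at 30 C and loaded with no-wash calcium dye.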
Vif-A3F inh: blocks the Vif interaction with APOBEC3F | HeLa A3F-eYFP + Vif (tagged APOBEC3F with the HIV-1 protein that degrades it), YFP fluorescence increase | Potency, µM (highest dose often 46.1 µM), inactives show at the top dose activity, negative = active | hit rate 0.2% among 390,000 | AID 602313; note: potency is the fitted concentration of half-maximal effect; % of control where 0% means no effect; nearly all actives have a fitted effect of over 65% in size
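Fluorescence increase (Ex 488/Em 500-530) after overnight compound treatment at 37 deg C flags inhibition of Vif-driven A3F-eYFP loss in stable HeLa A3F-eYFP/Vif cells seeded overnight beforehand.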
RXFP1 antag: antagonists of human relaxin receptor RXFP1. hit rate 0.59% among 350,000. AID 1259400. HEK293-RXFP1, relaxin-stimulated cAMP HTRF, 30 min; stronger effect = lower value. activity change, negative = inhibition, % at 57.5 µM. Q9HBX9;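 active = activity change of -60% or lower, but not beyond a set lower limit; inconclusive = change between -60% and -40%, or beyond the set limit; inactive = change above -40%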; note: % is set by controls: 0 for no effect and ±100 for the full control effect
D2 PAM: positive allosteric modulators of human D2 dopamine receptor. P14416. HEK293 T-REx D2, calcium flux, EC20 dopamine potentiation. potentiation, % at 10 µM. hit rate 0.34% among 340,000;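 active = potentiation over 3 SD above the plate norm, cut at about 30% in these data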; note: 0% is about no effect
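Tetracycline-induced Hek293 Trex D2 cells, force-coupled to calcium, loaded with no-wash calcium dye. Compound added with 180 s kinetic read for agonism, then EC20 dopamine and a further 180 s read for potentiation.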
Vif-A3G inh: inhibitors of Vif-APOBEC3G interaction; Q9HC16; HeLa A3G-eYFP + Vif (tagged APOBEC3G with the HIV-1 protein that degrades it), YFP fluorescence, overnight; Potency, µM (highest dose often 46.1 µM), without a hit: at the highest dose activity, negative = active, actives largely listed as inhibitors; hit rate 0.076% among 410,000; AID 602310;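 note: potency is the fitted concentration of half-maximal effect; % is set by controls: 0 for no effect and ±100 for the full control effect; nearly all actives have a fitted effect of over 60% in size; hits raise eYFP signal because A3G escapes Vif-driven loss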
Target sequence (Q9HC16 whole entry, looked up): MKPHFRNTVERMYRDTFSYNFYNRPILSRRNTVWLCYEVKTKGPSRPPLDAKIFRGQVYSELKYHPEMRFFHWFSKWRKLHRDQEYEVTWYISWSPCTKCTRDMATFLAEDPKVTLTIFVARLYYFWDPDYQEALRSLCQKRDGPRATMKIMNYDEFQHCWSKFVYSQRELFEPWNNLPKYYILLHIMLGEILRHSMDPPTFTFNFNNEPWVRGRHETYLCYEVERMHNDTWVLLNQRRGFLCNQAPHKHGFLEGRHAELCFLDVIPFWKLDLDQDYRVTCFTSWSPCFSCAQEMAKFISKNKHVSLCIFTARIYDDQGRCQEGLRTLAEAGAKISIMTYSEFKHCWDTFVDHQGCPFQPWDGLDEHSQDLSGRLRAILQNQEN
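HeLa cells stably expressing Vif and C-terminally eYFP-tagged A3G, seeded overnight at 37 deg C, then exposed to compound by pintool overnight at 37 deg C. Rise in yellow fluorescence (Ex 488/Em 500-530, Acumen) marks blocked Vif-driven A3G degradation.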
Glioma ERSR ind: induces the endoplasmic reticulum stress response in human glioma cells; Potency, µM, without a hit: at the top dose activation, hits mostly activators; AID 602332; U87-MG GRP78 promoter luciferase reporter, 16 h; hit rate 0.02% among 420,000; note: potency is the fitted concentration of half-maximal effect; series mostly up to about 76 µM; % of control where 0% means no effect; nearly all actives have a fitted effect of over 35% in size
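Stably transfected U87-MG human glioma cells carrying a GRP78-based luminescent sensor were seeded at 1000 cells/well, pin-dosed with compounds and incubated 16 h. Luciferase reagent was then added, and end-point luminescence was read after 10 min at room temperature.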
D1 PAM: human D1 dopamine receptor positive modulation; AID 504651; HEK293 TREx D1 cells, calcium flux, dopamine EC20 potentiation; P21728; potentiation, % at 10 µM; hit rate 0.036% among 360,000; in the data active = potentiation above about 30%; note: 0% is about no effect
RXFP1 ag: activates the human relaxin receptor RXFP1 | Q9HBX9 | HEK293T-RXFP1 cAMP TR-FRET, 30 min; response scale: percent of porcine relaxin response, buffer zero | Potency, µM (titrated, usually from 57.5 µM), inactives show top-dose activation, actives largely listed as activators | hit rate 0.3% among 370,000 | AID 2676; note: potency is the fitted concentration of half-maximal effect; % is set by controls: 0 for no effect and ±100 for the full control effect; nearly all actives have a fitted effect of over 60% in size; many of its hits are not listed in these tables
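HEK293T cells stably expressing RXFP1 were pretreated with the PDE4 inhibitor Ro 20174, exposed to compounds for 30 min at 37C, lysed, and cAMP was read by TR-FRET. Data normalized to buffer (basal) and 29 nM porcine relaxin (100%).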
D1 antagonist: blocks dopamine activation of the human D1 receptor | P21728 | HEK293 TREx D1 cells, calcium flux, dopamine EC80; stronger effect = lower value | activity change, negative = inhibition, % at 10 µM | hit rate 3.2% among 360,000 | AID 504652; in the data active = activity change below about -30%; note: % is set by controls: 0 for no effect and ±100 for the full control effect
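HEK293 T-REx cells expressing inducible, force-coupled D1 receptor; no-wash Ca dye, 30–90 min RT. Cmpd → 180 s read at 1 Hz → EC80 DA → 180 s read.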
Starred values were filed as active, the others as inactive; u = inconclusive; x = not tested or not shown. Unless noted, calls come from the whole dose curve; as a rule, active = well fitted curve in the direction sought with a large enough effect; inconclusive = small, poorly fitted or top-dose-only effect, or another doubt; inactive = no such curve, though single readings can be large; an effect the other way counts as inactive or inconclusive. An excerpt (hit frequency here may not be typical).

Values run as follows: RXFP1 antag, D1 PAM, RXFP1 ag, Vif-A3G inh, Glioma ERSR ind, D1 ag, D1 antagonist, D2 PAM, Vif-A3F inh
COc1cc(Cl)c(C)cc1NC(=O)c1ccc(CN2C(=O)CCn3nc(C)cc32)cc1
 : 1, -3, 0.2%, -5%, 1%, 0, -6, -2, 1%
COC(=O)c1ccc(-n2nnnc2SCc2nn[nH]n2)cc1
 : -1, -8, 1.2%, 0%, -1%, -2, 0, -3, -2%
CCOC(=O)NC(=O)/C(C#N)=N\Nc1ccc(Cl)cc1
 : -10, -6, 0.0%, 4%, -5%, 4, 10, 1, -4%
COc1ccc(NC(=O)CSCC(=O)Nc2nnc(CC(C)C)s2)cc1
 : -1, 6, 0.9%, 2%, -3%, 3, -1, 1, 1%
CCOc1ccccc1NC(=O)Cn1c(=O)sc2ccccc21
 : 16, -4, -1.6%, -5%, -1%, 1, 18, -3, 10%
CCCCCC1C/C(=N\O)C=C(C)C1C(=O)OC (stereo not given)
 : 9, -2, 0.3%, -2%, -1%, 1, -30, -6, 19%
CNC(=O)c1sc(SC)cc1-c1ccc(Cl)cc1
 : -3, x, 4.4%, -14%, 0%, x, x, x, 0%
O=C(CSc1nnc(-c2ccc(C(F)(F)F)cn2)o1)Nc1cccc(Cl)c1
 : -9, 1, 2.4%, 0%, 8%, 3, 13, -9, 2%
C[C@H](CO)N1C[C@H](C)[C@@H](CN(C)Cc2ccc3c(c2)OCCO3)OCc2cnnn2CCCC1=O
 : 3, x, x, 0%, -5%, x, x, x, 4%
Cc1ccc(S(=O)(=O)CCC(=O)N2CCN(c3ccc(Cl)cc3)CC2)cc1
 : 12, -7, 1.0%, 1%, -8%, -1, 9, 1, -4%
CN(C)c1ccc(CNc2ccc3c(c2)ncn3C(C)(C)C)cc1
 : -1, -5, -0.6%, -1%, -11%, 2, -7, 2, 1%
CCCCOC(=O)c1cc(C)nc2ccc(Br)cc12
 : 1, 3, 16%, -6%, -2%, 4, 6, 1, -3%
CC1CCCCN1CCCNC(=O)c1cc(Sc2cccc(Cl)c2)nc2ccccc12 (stereo not given)
 : -5, -1, 11%, 4%, -2%, 19, -42*, 0, -8%
CCOc1ccc(C2C(C(=O)OC)=CN(C(C)c3ccccc3)C=C2C(=O)OC)cc1 (stereo not given)
 : 2, -4, 1.7%, 0%, -5%, 4, -5, -2, -23%
O=C(CSCc1cnn(-c2ccccc2)c1-n1cccc1)NCc1cccc(Cl)c1
 : u, -1, 16%, 4%, -6%, 4, 4, -7, 2%
O=C(Nc1cc(S(=O)(=O)N2CCOCC2)ccc1N1CCOCC1)c1cnccn1
 : x, -2, 9.3%, 0%, -5%, -1, -9, 3, 0%
O=C(COc1ccc(Cl)cc1)NNC(=O)c1ccncc1
 : 2, -2, 0.1%, 1%, -2%, 0, -8, 9, -4%
CCN1CCN(C(=O)c2ccc3c(c2)N(Cc2cccc(Cl)c2)C(=O)c2ccccc2S3=O)CC1 (stereo not given)
 : 2, -5, -0.6%, -5%, -3%, 4, -7, -16, -14%
C[C@H](CO)N1C[C@H](C)[C@@H](CN(C)C(=O)Nc2ccc(F)cc2)OCc2cnnn2CCCC1=O
 : -7, x, x, -8%, -6%, x, x, x, -8%
CN(CCNC(=O)c1cccc(N2CCCC2=O)c1)Cc1ccccc1
 : 5, 1, 0.4%, -2%, 1%, 0, -3, -21, x
CCOCC(=O)Nc1cc(Cl)ccc1C
 : 9, -2, -0.1%, -2%, -5%, 0, 2, 7, 1%
C=CCn1c(Cc2ccc(OC)cc2)nnc1SCC(=O)NCCc1ccccc1
 : 1, 1, 0.6%, 2%, -1%, -1, 11, -10, -1%
O=C(NCc1ccccc1)c1ccccc1-c1nc2ccccc2[nH]1
 : 0, -5, 1.2%, -3%, 0%, 2, 0, -3, -14%
Cn1cccc1/C=N\NC(=O)C1COc2ccc(C(C)(C)C)cc2O1 (stereo not given)
 : -7, 0, -2.2%, 2%, -1%, 0, -16, 21, 7%
COc1cc(C=O)ccc1OC(=O)N1CCOCC1
 : -2, -5, -3.2%, 1%, -2%, 1, -20, 15, 2%
CC(=O)Nc1cccc(NC(=O)CCc2ccccc2)c1
 : 5, -9, -4.6%, -3%, 3%, 1, -4, 17, -1%
Cc1nc2oc(C(=O)c3ccccc3)c(N)c2c2c1COC(C)(C)C2
 : -8, 4, 0.0%, 3%, 2%, 0, 8, 11, 2%
CCCn1c(SCC(=O)NC2CC2)nnc1-c1ccccn1
 : -5, 5, -0.2%, -1%, 1%, 4, -18, 26, 0%
COc1ccccc1N=Cc1c(C)[nH]n(-c2ccc(C)cc2C)c1=O
 : 10, -2, -0.9%, -6%, -1%, 3, -18, -5, 10%
CCC(C)N(C(=O)CSc1nnc(-c2ccco2)n1C)C1CCS(=O)(=O)C1 (stereo not given)
 : 1, -3, 0.2%, 4%, -3%, 1, 8, -2, 1%
O=C(Nc1ccc(Br)cc1)c1ccc2ncsc2c1
 : 5, -8, 1.8%, -6%, -12%, 2, -1, -27, -5%
Cc1ccc2[nH]c(=O)c(COC(=O)C3CCCO3)cc2c1 (stereo not given)
 : 2, -2, 0.0%, -1%, -2%, -1, -10, -1, -10%
CCCCOc1ccc(C(=O)Nc2onc3c2CCCC3)cc1
 : -32, -1, -1.0%, -1%, -6%, 5, 2, -23, 4%
Nc1nonc1C(=O)NCCNCc1ccccc1OCc1ccccc1F
 : -6, -9, 1.3%, -7%, -6%, 23, -28, -17, -9%
Clc1ccc(-c2cn3ncsc3n2)cc1
 : -4, -2, -6.9%, 4%, 4%, 2, -5, 11, -3%
CCOc1ccc(NC(=O)C2CCN(C(=O)NC3CCCCC3)CC2)cc1
 : -11, 4, 0.0%, -1%, -3%, -1, -35*, 0, 0%
CCN(CC)C(=O)N1CCN(C(=O)c2ccc(C)cn2)CC1
 : 0, -4, 0.8%, -6%, -4%, 4, 7, x, -7%
O=C1c2[nH]c3ccccc3c2CC1N1C(=O)c2ccccc2C1=O (stereo not given)
 : 6, x, x, 1%, -3%, x, x, x, -2%
CCN(CC)CCN(Cc1cc2cc3c(cc2[nH]c1=O)OCO3)C(=S)NCCCOC
 : -7, -5, -0.4%, 0%, -3%, 3, 6, -7, 10%
Cc1cc(S(=O)(=O)Nc2cccc(-c3ccc(N4CCOCC4)nn3)c2)c(C)cc1Cl
 : -13, 5, 0.4%, 2%, 2%, 0, 14, -2, 2%
Cc1ccc(C(=O)C(OC(=O)COc2ccccc2C)c2ccccc2)cc1 (stereo not given)
 : 5, -8, 0.1%, 0%, -1%, 16, -1, -4, -5%
CN(Cc1cnn(C)c1)C(=O)C1CCC(=O)N(Cc2cccc(F)c2)C1 (stereo not given)
 : 6, -4, 1.3%, -8%, -4%, 5, -4, 10, 1%
O=C(Nc1cccc(F)c1)c1ccc(S(=O)(=O)N2CCCCC2)cc1
 : -15, -8, 0.9%, 2%, 0%, 12, -43*, 1, 12%
CCOc1cc(N2CCOCC2)c(OCC)cc1NC(=O)COC(=O)CCOc1ccc(C(C)(C)C)cc1
 : -8, 3, -0.3%, 0%, -3%, 2, 0, 2, 1%
CCN1C(=O)[C@H]2[C@@H](c3ccc(OC)cc3)N3C(=O)CN(Cc4ccccc4)C(=O)[C@@]3(Cc3ccccc3)[C@H]2C1=O
 : x, -7, -0.2%, -7%, -1%, 1, -13, -7, 6%
Cc1nn(Cc2ccc(Cl)cc2)c2sc(C(=O)OCC(N)=O)cc12
 : -8, -5, 3.3%, -9%, -4%, 1, -2, 8, -23%
COc1ccc(NS(=O)(=O)c2ccc3c(c2)C(C(C)C)C(=O)N3)cc1 (stereo not given)
 : x, 6, -1.4%, 3%, -5%, 3, -11, 6, 11%
COc1cccc(CNc2ccc3[nH]c(=O)[nH]c3c2)c1OCc1ccccc1Cl
 : -75*, 0, -1.2%, -11%, -3%, 6, 14, 0, -2%
CCNc1nc(CN2CCOCC2)nc2sc3c(c12)CCC3
 : -3, 0, 4.0%, 0%, -5%, 0, x, 7, 0%
O=C(NC(=S)NCCC1=CCCCC1)c1ccc(Br)o1
 : -26, -5, 0.0%, 1%, 2%, 4, -32*, 1, u

Later entries.
Values run as follows: RXFP1 antag, D1 PAM, RXFP1 ag, Vif-A3G inh, Glioma ERSR ind, D1 ag, D1 antagonist, D2 PAM, Vif-A3F inh
CCc1ccc(NC(=O)c2ccc(CN3C(=O)C(C)=C(c4ccc(C)cc4)S3(=O)=O)cc2)cc1
 : -10, -6, -1.8%, 5%, -3%, 4, -1, 13, 6%
CCOc1ccc(CN2CCNC(=O)C2CC(=O)NCCN2CCOC2=O)cc1 (stereo not given)
 : -1, 4, -0.6%, 1%, 0%, 3, 2, 13, -16%
O=C(CNC(=O)c1ccccc1F)OCc1cc(=O)n2nc(C3CC3)sc2n1
 : x, -4, 0.5%, 2%, -3%, 0, 5, -8, 7%
CC(C(=O)NCC1CCCCC1)N(C)Cc1cccc(Cl)c1 (stereo not given)
 : -5, 6, -1.3%, 0%, -5%, 10, -1, 25, -1%
CCOc1ccc(NS(=O)(=O)c2ccc(C(=O)N3CCN(c4ncccn4)CC3)cc2)cc1
 : -10, 4, -1.7%, 4%, -3%, 21, -5, 3, 3%
Cc1oc2ccc(O)c(CN(C)Cc3ccccc3)c2c1C(=O)Nc1cccc(Cl)c1C
 : u, -2, -0.2%, 3%, -5%, 2, -16, 9, 0%
